MrgX1 antagonist: antagonists of human MrgX1 receptor. 310,000 tested, 1.3% active. MRGX1-HEK293 calcium flux, Fluo-4, BAM8-22 antagonism; stronger effect = lower value. B-score at 10 µM. AID 588676. Q96LB2;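 active means calcium-response B-score plate-corrected more than 3 library SD below zero, starting fluorescence within 5 deviations, no agonist response on first addition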;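 further: peak minus trough fluorescence over baseline after final BAM8-22 challenge near maximal dose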
TRPC4 agonist: TRPC4 (mouse) channel activation; B-score at 10 µM; HEK293 TRPC4beta/mu-opioid, Fluo4 calcium fluorescence; stronger effect = higher value; 310,000 tested, 0.49% active; Q9QUQ5; AID 2237;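 active means B-score above 5 SD of library B-scores, and initial fluorescence ratio not above library mean plus 5 SD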;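 further: positive B-score marks a calcium rise read as TRPC4 activation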
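Assay system – TRPC4beta and mu-opioid receptor HEK293 stable cells · Measured by – Fluo4 fluorescence, kinetic · Schedule – dye loading 45 min room temperature, 110 s kinetic read · Read-out – B-scored integrated calcium fluorescence ratio · Controls – buffer and maximal DAMGO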
TRPC6 inhibitor: inhibitors of mouse TRPC6 channel. Q61143. HEK293-TRPC6, membrane potential dye, ACh-evoked depolarization; stronger effect = lower value. B-score at 10 µM. 310,000 tested, 1.1% active. AID 2553;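 active means B-score under library mean minus 3 SD, initial fluorescence not abnormally high, positive integrated signal ratio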;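 further: B-score derived from integrated fluorescence ratio over the kinetic read; more negative B-score means stronger inhibition of depolarization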
Target sequence (Q61143 whole entry, looked up): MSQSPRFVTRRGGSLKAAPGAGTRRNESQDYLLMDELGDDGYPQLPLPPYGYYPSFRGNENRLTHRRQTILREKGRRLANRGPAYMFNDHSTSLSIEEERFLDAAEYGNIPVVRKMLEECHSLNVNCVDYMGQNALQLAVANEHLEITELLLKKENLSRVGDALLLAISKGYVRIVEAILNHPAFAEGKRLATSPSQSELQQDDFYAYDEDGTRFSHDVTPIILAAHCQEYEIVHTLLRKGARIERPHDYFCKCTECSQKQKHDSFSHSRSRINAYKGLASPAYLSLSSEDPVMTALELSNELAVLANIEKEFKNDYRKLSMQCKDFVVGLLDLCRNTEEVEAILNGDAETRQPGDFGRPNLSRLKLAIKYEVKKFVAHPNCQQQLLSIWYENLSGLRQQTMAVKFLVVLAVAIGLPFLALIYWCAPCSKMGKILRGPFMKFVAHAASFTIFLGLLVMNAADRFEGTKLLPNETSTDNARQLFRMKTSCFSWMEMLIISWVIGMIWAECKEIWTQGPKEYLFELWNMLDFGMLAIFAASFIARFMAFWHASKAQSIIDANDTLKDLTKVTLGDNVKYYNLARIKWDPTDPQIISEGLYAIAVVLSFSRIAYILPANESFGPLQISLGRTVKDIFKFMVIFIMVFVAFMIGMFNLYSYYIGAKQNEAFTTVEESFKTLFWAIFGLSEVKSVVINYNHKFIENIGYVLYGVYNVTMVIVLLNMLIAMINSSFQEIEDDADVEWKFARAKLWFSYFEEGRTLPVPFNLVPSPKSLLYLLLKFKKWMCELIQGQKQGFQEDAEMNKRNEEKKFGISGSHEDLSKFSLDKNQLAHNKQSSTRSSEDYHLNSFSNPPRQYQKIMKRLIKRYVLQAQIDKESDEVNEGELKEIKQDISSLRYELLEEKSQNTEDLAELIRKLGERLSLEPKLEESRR
MrgX1 ag: activates human MrgX1 receptor signaling. Q96LB2. MrgX1-HEK293 cells, Fluo-4 calcium fluorescence, agonist mode; stronger effect = higher value. B-score at 10 µM. 310,000 tested, 0.44% active. AID 588627;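 active means calcium response B-score plate-corrected fluorescence ratio at least 3 library SD, with starting fluorescence B-score inside 5 SD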
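Material: HEK293 cells stably expressing human MrgX1 receptor | Quantity: 15,000 cells per well | Times: Cells plated overnight, dye loaded 0.5 h 37 °C, 0.5 h room temperature | Measured by: Kinetic Fluo-4 NW fluorescence of intracellular calcium | Control set: Positive and negative controls per plate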
TMEM16A inh: mouse TMEM16A channel inhibition, primary screen; Q8BHY3; 310,000 tested, 1.2% active; HEK293 TMEM16A/YFP iodide influx fluorescence, ionomycin; normalized B-score (activity score, 25-100; higher = stronger inhibition) at 10 µM;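 active means ratio plate-corrected score three or more library SD toward inhibition, starting fluorescence score within five deviations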;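 further: score derived from kinetic fluorescence span divided by baseline fluorescence per well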
TRPC6 act: activates the mouse TRPC6 cation channel; AID 2550; 310,000 tested, 0.13% active; B-score at 10 µM; HEK293-TRPC6 membrane potential dye fluorescence; stronger effect = higher value; Q61143;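 active means B-score of the integrated fluorescence ratio above library mean plus 3 SD, and starting fluorescence ratio within library mean plus 5 SD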;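 further: higher score means more depolarization so channel activation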
TRPC4 inh: TRPC4 (mouse) channel inhibition; HEK293 TRPC4beta/mu-opioid, DAMGO-evoked Fluo4 calcium flux; stronger effect = lower value; Q9QUQ5; B-score at 10 µM; 300,000 tested, 0.39% active;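 active means B-score over 3 SD under the library average, no early fluorescence shift, positive overall ratio signal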
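Signal: kinetic Fluo4 fluorescence imaging of calcium influx. Material: stable TRPC4beta/mu-opioid receptor HEK293 cells. Probe or stimulus: DAMGO in two steps, submaximal then maximal.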
ANO1 activ: mouse TMEM16A channel activation, primary screen. HEK293 TMEM16A/YFP-H148Q/I152L, iodide quench fluorescence; stronger effect = lower value. B-score at 10 µM. 340,000 tested, 0.3% active;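 active means fluorescence-ratio B-score plate-corrected deviation score at least 3 library SD below zero, with starting fluorescence score within 5 deviations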;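 further: channel opened by trigger with iodide after compound preincubation; score built on the fluorescence ratio of max minus min over baseline; more negative score means more quench and so TMEM16A activation or potentiation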
TRPC4 PAM: allosterically enhances the mouse TRPC4 cation channel. HEK293 TRPC4beta/mu-opioid, DAMGO EC20, Fluo-4 Ca2+ flux; stronger effect = higher value. B-score at 10 µM. 310,000 tested, 0.42% active. AID 2227;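 active means B-score of calcium response area above 5 SD of library B-scores, with initial fluorescence ratio within 5 SD of library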;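 further: B-score of integrated fluorescence ratio over time as area under calcium response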
MrgX1 PAM: allosterically activates human MrgX1 receptor signaling. Q96LB2. MrgX1-HEK293, Fluo-4 calcium flux, FDSS; stronger effect = higher value. B-score at 10 µM. 310,000 tested, 0.63% active. AID 588675;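 active means plate-corrected calcium response at least 3 library SD above typical, normal starting fluorescence, not activating the receptor alone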;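 further: compound read alongside a low EC10 to EC30 dose of BAM8-22 agonist; peak minus trough fluorescence over baseline measured at the second addition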
RGS4 block: human RGS4 inhibition. P49798. HEK293 M3R/RGS4 inducible, Fluo-4 calcium flux; stronger effect = higher value; triggered by carbachol at its EC20. B-score at 10 µM. 310,000 tested, 0.45% active. AID 463165;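 active means B-score, a plate-corrected calcium signal, over three deviations above library mean, with baseline fluorescence within five deviations of library mean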;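 further: RGS4 expression induced by doxycycline in cells with stable M3 receptor; B-score is computed from the integrated fluorescence ratio over baseline after carbachol; higher B-score means a larger calcium signal and so more RGS4 inhibition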
Target sequence (P49798 whole entry, looked up): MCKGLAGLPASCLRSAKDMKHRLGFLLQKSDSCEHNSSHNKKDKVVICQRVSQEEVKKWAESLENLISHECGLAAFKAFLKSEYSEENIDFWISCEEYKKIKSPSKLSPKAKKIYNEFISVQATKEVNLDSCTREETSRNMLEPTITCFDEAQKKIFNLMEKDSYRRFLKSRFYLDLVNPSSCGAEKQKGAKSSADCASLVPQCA
Active calls of the source: *; i = inactive; . = no result given. No enrichment for hits (roughly 5.8% active in at least one column).

SMILES	MrgX1 antagonist	TRPC4 agonist	TRPC6 inhibitor	MrgX1 ag	TMEM16A inh	TRPC6 act	TRPC4 inh	ANO1 activ	TRPC4 PAM	MrgX1 PAM	RGS4 block
C=CCOc1ccc(CNc2ccc3[nH]c(=O)[nH]c3c2)cc1	i	i	i	i	i	i	i	i	i	i	i
Cc1ccc(NS(=O)(=O)c2cccc(C(=O)n3ncc(C#N)c3N)c2)c(C)c1	i	i	i	i	i	i	i	i	i	i	i
O=C(CCC1CCCCC1)NCc1ccc(F)cc1	i	i	i	i	i	i	i	i	i	i	i
Cc1ccc(S(=O)(=O)c2ccc(Oc3cccc(C)c3)cc2)cc1	i	i	i	i	i	i	i	i	i	i	i
CCn1c(SCC(=O)Nc2ccc(S(N)(=O)=O)cc2)nnc1-c1cccc(OC)c1	i	i	i	i	i	i	i	i	i	i	i
O=[N+]([O-])c1ccc(O)c(C=Nc2ccc3nc(-c4ccccc4)[nH]c3c2)c1	i	i	i	i	i	i	i	i	i	i	i
CC(C)[C@H](NC(=O)c1ccccc1)C(=O)OCC(=O)c1ccc(S(=O)(=O)N2CCCCC2)cc1	i	i	i	i	i	i	i	i	i	i	i
COC(=O)c1ccc(C(C(=O)NC2CCCCC2)N(CCc2ccccc2)C(=O)Cc2cccs2)cc1 (configuration not stated)	i	i	i	i	i	i	i	i	i	i	i
COc1ccc(NC(=O)Nc2ccc3nccnc3c2)cc1	i	i	i	i	i	i	i	i	i	i	i
Cc1ccc2nc(C)c(C(=O)NN=C3CCN(C)CC3)n2c1	i	i	i	i	i	i	i	i	i	i	i
Cc1ccc(C)c(NS(=O)(=O)c2ccc3[nH]c(=O)oc3c2)c1	-5.3*	i	i	i	i	i	i	i	i	i	i
Cc1ccc(-c2cc(-c3ccccc3)no2)c(O)c1	i	i	i	i	i	i	i	i	i	i	i
CCOc1ccc(C(C(=O)NC(C)(C)C)N(CCOC)C(=O)CCC(=O)Nc2nccs2)cc1 (configuration not stated)	i	i	i	i	i	i	i	i	i	i	i
COc1ccc(NC(=O)c2cccc3ccccc23)cc1	i	i	i	i	i	i	i	i	i	i	i
Oc1cccc(C(O)CNCc2ccc(-c3ccccc3)cc2)c1 (configuration not stated)	i	i	i	i	i	i	i	i	i	i	i
COc1cccc(CN2CCN(C(=S)NCc3ccc(Cl)cc3)CC2)c1	i	i	i	i	i	i	i	i	i	i	i
CC1CN(CCCCOc2cccc(Oc3ccccc3)c2)CC(C)O1 (configuration not stated)	i	i	i	i	i	i	i	i	i	i	i
COc1ccc(COCC(O)CN(Cc2ccccc2)C(C)C)cc1OC (configuration not stated)	i	i	i	i	i	i	i	i	i	i	i
COc1ccc(N2C(=O)CC(NCC#N)C2=O)cc1 (configuration not stated)	i	i	i	i	i	i	i	i	i	i	i
CCOC(=O)C1CCN(C(=O)C(C)c2ccc([N+](=O)[O-])cc2)CC1 (configuration not stated)	i	i	-5*	i	i	i	i	i	i	i	i
Cc1ccc(O)c(NC(=O)c2cc(C)no2)c1	i	i	i	i	i	i	i	i	i	i	i
CCc1ccc(NC(=O)C2C3C=CC(C4CC34)C2C(=O)O)cc1 (configuration not stated)	i	i	i	i	i	i	i	i	i	i	i
COC(=O)c1ccc(COC(=O)CNC(=O)c2ccc(-c3ccccc3)cc2)cc1	i	i	i	i	i	i	i	i	i	i	i
O=C(NC(=S)Nc1ccc2c(c1)OCCO2)c1cccc(Br)c1	i	i	i	i	i	i	i	i	i	i	i
Cc1cccc(/C=C/c2onc(C)c2S(=O)(=O)N2CCC(C(=O)N3CCC(C)CC3)CC2)c1	i	i	i	i	i	i	i	i	i	i	i
C/C(CC(=O)NCc1ccccc1)=N\NC(N)=S	i	i	i	i	i	i	i	i	i	i	i
Cc1cc(C)n2cc(CSc3nnnn3C)nc2n1	i	i	i	i	i	i	i	i	i	i	i
COCC(=O)Nc1ccc(S(=O)(=O)NCCc2ccccc2)cc1	i	i	i	i	i	i	i	i	i	i	i
Cc1cc(NC(=O)CCCSc2nc(-c3ccco3)cc(C(F)(F)F)n2)no1	i	i	i	i	i	i	i	i	i	i	i
Cc1cc(NC(=O)CSc2ccc3nnc(CCNC(=O)c4ccccc4)n3n2)no1	i	i	i	i	i	i	i	i	i	i	i
COCC(C)NCc1cc(Br)ccc1OC (configuration not stated)	i	i	i	i	i	i	i	i	i	i	i
CCN1CCN(c2nc(Nc3ccccc3F)nc(N)c2[N+](=O)[O-])CC1	i	i	i	i	i	i	i	i	i	i	i
Oc1ccc(C(=S)N2CCN(c3cccc(Cl)c3)CC2)cc1	i	i	i	i	i	i	i	i	i	i	i
CCOC(=O)c1cc(NC(=O)Nc2ccc(OC)c(OC)c2)c(C)nc1C	i	i	i	i	100*	i	i	i	i	i	i
N#Cc1nc(-c2cccs2)oc1NCc1ccccc1Cl	i	i	i	i	i	i	i	i	i	i	i
O=c1c2ccccc2nc2n1C(CSc1ccc(Cl)cc1)CN2 (configuration not stated)	i	i	i	i	i	i	i	i	i	i	i
C/C(=N/NC(=O)CN1CCN(Cc2ccccc2Cl)CC1)c1cccs1	i	i	i	i	i	i	i	i	i	i	i
NC(=O)c1ccc(NC(=O)CCNC(=O)c2ccco2)cc1	i	i	i	i	i	i	i	i	i	i	i
COc1cccc(-c2noc(-c3cccnc3)n2)c1	i	i	i	i	i	i	i	i	i	i	i
Cn1c(Nc2ccccc2)cc(=O)n(C)c1=O	i	i	i	i	i	i	i	i	i	i	i
CCOc1ccc(N(CC(=O)Nc2c(C)n(C)n(-c3ccccc3)c2=O)S(=O)(=O)c2ccc(F)cc2)cc1	i	i	i	i	i	i	i	i	i	i	i
CCOc1cc(N2CCOCC2)c(OCC)cc1NC(=O)Cn1cnc2c(=O)n(C)c(=O)n(C)c21	i	i	i	i	i	i	i	i	i	i	i
C/C(=N\N1CCN(c2ccc(Cl)cc2)CC1)c1cccc([N+](=O)[O-])c1	i	i	i	i	25*	i	i	i	i	i	i
Fc1ccc2c(c1)c1n[nH]c(=S)nc1n2CCc1ccccc1	.	i	i	.	.	i	i	i	i	.	i
CC(=O)c1c(O)cc(C)n(-c2ccc(F)cc2)c1=O	i	i	i	i	i	i	i	i	i	i	i

The last 2 compounds of the part above lead into the next.
SMILES	MrgX1 antagonist	TRPC4 agonist	TRPC6 inhibitor	MrgX1 ag	TMEM16A inh	TRPC6 act	TRPC4 inh	ANO1 activ	TRPC4 PAM	MrgX1 PAM	RGS4 block
Fc1ccc2c(c1)c1n[nH]c(=S)nc1n2CCc1ccccc1	.	i	i	.	.	i	i	i	i	.	i
CC(=O)c1c(O)cc(C)n(-c2ccc(F)cc2)c1=O	i	i	i	i	i	i	i	i	i	i	i
COc1ccc(S(=O)(=O)N2CCC(C(=O)N3CCOCC3)CC2)cc1Cl	i	i	i	i	i	i	i	i	i	i	i
CCc1cc2cc(C)ccc2nc1SCC(=O)NNC(=O)c1ccco1	i	i	i	i	i	i	i	i	i	i	i
CCC(=O)N(Cc1cccs1)C1CCOC(C)(C)C1 (configuration not stated)	i	.	.	i	i	.	.	i	.	i	.
O=C(c1coc2ccc(O)c(CN3CCOCC3)c12)C1CC1	i	i	i	i	i	i	i	i	i	i	i
C#CCOCCOCCOCCNc1nc(N2CCOCC2)nc(N2CCN(C(=O)[C@H](CCCCN)n3cc([C@@H](N)CC(C)C)nn3)CC2)n1	i	i	i	i	i	i	i	i	i	i	i
CC1CN(CCOc2ccc(F)cc2)CC(C)O1 (configuration not stated)	i	i	i	i	i	i	i	i	i	i	i
O=C1c2ccccc2CCC12N=NCC2c1ccc(Cl)cc1 (configuration not stated)	i	i	i	i	i	i	i	i	i	i	i
Cc1ccc(CN2CCN(/N=C/c3ccc(N(C)C)cc3)CC2)cc1	i	i	i	i	i	i	i	i	i	i	8.8*
N/C(=N\OC(=O)c1ccc(Cl)cc1)c1nonc1N	i	i	i	i	i	i	i	i	i	i	i
Cc1cc(N2C(=O)C(=O)/C(=C(/O)c3ccc(F)cc3)C2c2ccc(F)cc2)no1 (configuration not stated)	i	i	i	i	i	i	i	i	i	i	i
CC1(C)CC(OC(=O)c2ccco2)CC(C)(C)N1O	i	i	i	i	i	i	i	i	i	i	i
COc1ccccc1-n1c(SCC(=O)NC(C)(C)C)nc(O)c(Cc2ccccc2)c1=O	i	i	i	i	i	i	i	i	i	i	i
CN(C)c1ccc(/C=C/c2cc[n+](C)cc2)cc1	i	i	i	37*	i	i	i	i	i	i	i
COc1ccc(OC)c(/C=C(\C)C(=O)c2c(C)cc(C)[nH]c2=O)c1	i	i	i	i	i	i	i	i	i	i	i
CCOC(=O)c1cnc2c(-c3ccccc3)c(-c3ccccc3)nn2c1C	i	i	i	i	i	i	i	i	i	i	i
O=C(CCc1nc2ccccc2s1)N1CCN(S(=O)(=O)c2cccs2)CC1	i	i	i	i	i	i	i	i	i	i	i
Clc1ccccc1-c1nnc2n1CCCCC2	i	i	i	i	i	i	i	i	i	i	i
O=c1cc(-c2ccc(C3CCCCC3)cc2)[nH][nH]1	i	i	i	i	i	i	i	i	i	i	i
CC(C)c1nnc(NC(=O)CCC(=O)N2CCN(Cc3ccc(F)cc3)CC2)s1	i	i	i	i	i	i	i	i	i	i	i
Cc1ccc[n+](-c2[nH]c(=O)sc2/C=N/N=C(\[O-])CCn2c3ccccc3c3ccccc32)c1	i	i	i	i	i	i	i	i	i	i	i
COC(=O)Cn1c(O)c(N=NC(=O)OC)c2ccccc21	i	i	i	i	i	i	i	i	i	7.7*	i
CC(C)C(=O)Nc1ccc(C(=O)Nc2nnc(C(C)(C)C)s2)cc1	i	i	i	i	i	i	-6*	i	i	i	i
Cc1cc([N+](=O)[O-])nn1CCCC(=O)Nc1sc2c(c1C(N)=O)CCCC2	i	i	i	i	i	i	i	i	i	i	i
S=C1NC[C@H](c2ccccc2)N1CCCCC1CCCCC1	i	i	i	i	i	i	i	i	i	i	i
O=C(/C=C/c1ccccc1)NC(NC(=S)Nc1cc(Cl)ccc1Cl)C(Cl)(Cl)Cl (configuration not stated)	i	i	i	i	i	i	i	i	i	i	i
